RXFP1 antagonist: antagonists of human relaxin receptor RXFP1 | activity change, negative = inhibition, % at 57.5 µM | AID 1259400 | Q9HBX9 | actives 0.59% (n = 350,000) | HEK293-RXFP1, relaxin-stimulated cAMP HTRF, 30 min; stronger effect = lower value;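 active means activity change of -60% or lower, but not beyond a set lower limit; inconclusive means change between -60% and -40%, or beyond the set limit; inactive means change above -40%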; further: on the % scale 0 is the no-effect control and ±100 the full control effect
Target sequence (Q9HBX9 whole entry, looked up): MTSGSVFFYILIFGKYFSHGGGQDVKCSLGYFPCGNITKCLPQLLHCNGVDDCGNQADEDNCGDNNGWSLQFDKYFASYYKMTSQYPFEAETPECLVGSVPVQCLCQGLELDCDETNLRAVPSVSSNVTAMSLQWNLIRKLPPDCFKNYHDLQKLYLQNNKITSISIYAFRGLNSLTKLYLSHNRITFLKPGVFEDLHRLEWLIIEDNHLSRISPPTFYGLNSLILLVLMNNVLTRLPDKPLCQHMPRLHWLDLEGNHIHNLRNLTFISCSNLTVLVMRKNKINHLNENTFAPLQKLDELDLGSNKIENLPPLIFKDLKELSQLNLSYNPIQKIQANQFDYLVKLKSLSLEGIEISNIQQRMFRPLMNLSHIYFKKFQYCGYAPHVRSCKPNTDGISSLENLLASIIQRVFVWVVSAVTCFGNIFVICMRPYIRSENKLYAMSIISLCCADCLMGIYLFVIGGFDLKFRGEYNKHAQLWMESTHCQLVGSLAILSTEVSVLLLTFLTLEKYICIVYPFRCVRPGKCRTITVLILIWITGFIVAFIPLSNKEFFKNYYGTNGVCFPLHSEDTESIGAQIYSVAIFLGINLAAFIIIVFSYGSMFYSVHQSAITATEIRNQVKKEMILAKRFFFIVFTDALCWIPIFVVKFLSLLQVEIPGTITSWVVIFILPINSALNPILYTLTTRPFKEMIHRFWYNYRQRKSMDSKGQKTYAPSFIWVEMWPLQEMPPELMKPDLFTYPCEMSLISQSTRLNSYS
TRHR ag: agonists of human TRH receptor. actives 0.18% (n = 360,000). TRHR cells, calcium flux fluo-8, FDSS agonist mode. AID 493084. activation, % at 2 µM; further: 0% is about no effect
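Read-out: compound-evoked intracellular calcium rise in TRHR cells, fluo-8 dye, kinetic FDSS fluorescence at 1 s/cycle following a 10-cycle baseline. Cells cultured overnight before dye loading (30 min–1.5 h, RT).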
D1 PAM: enhances dopamine response at the human D1 receptor. AID 504651. actives 0.036% (n = 360,000). P21728. potentiation, % at 10 µM. HEK293 TREx D1 cells, calcium flux, dopamine EC20 potentiation; in the data active means potentiation above about 30%; further: 0% is about no effect
D1 ag: human D1 receptor agonism. P21728. HEK293 T-REx D1 cells, calcium flux, agonist mode. actives 1% (n = 360,000). activation, % at 2 µM; further: 0% is about no effect
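Agonism was scored from calcium flux recorded over 180 s (1 read/s) after pintool compound addition, following a 10-cycle baseline. Cells were inducible force-coupled HEK293 TREx D1, plated overnight at 30 C and loaded with no-wash calcium dye.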
D2 ag: agonists of human D2 dopamine receptor; P14416; HEK293 T-REx D2 cells, calcium flux agonist mode; activation, % at 2 µM; actives 0.53% (n = 340,000);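 active means activation over 3 SD above normal in the single-dose calcium agonist read, cut at about 30% in these data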; further: 0% is about no effect
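Tetracycline-induced HEK293 T-REx cells with force-coupled D2 receptor, plated overnight at 30 C, loaded with no-wash calcium dye. After a 10 s baseline, compound was pin-added and calcium flux read kinetically for 180 s; calcium rises flagged agonists.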
D2 potentiator: positive allosteric modulators of human D2 dopamine receptor; P14416; HEK293 T-REx D2, calcium flux, EC20 dopamine potentiation; potentiation, % at 10 µM; actives 0.34% (n = 340,000); AID 485347;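 active means potentiation over 3 SD above the plate norm, cut at about 30% in these data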; further: 0% is about no effect
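Tetracycline-induced Hek293 Trex D2 cells, force-coupled to calcium, loaded with no-wash calcium dye. Compound added with 180 s kinetic read for agonism, then EC20 dopamine and a further 180 s read for potentiation.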
D2 antag: antagonizes the human D2 dopamine receptor. P14416. HEK293 TREx D2 cells, calcium flux, dopamine EC80. inhibition, % at 10 µM. actives 2% (n = 340,000); in the data active means inhibition above about 30%; further: 0% is about no effect
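Overnight-induced (tetracycline, 30 C) HEK293 T-REx cells carrying force-coupled D2 receive a no-wash calcium dye, then compound, then EC80 dopamine at 180 s; signals are read kinetically throughout.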
D1 antag: human D1 dopamine receptor antagonism. HEK293 TREx D1 cells, calcium flux, dopamine EC80; stronger effect = lower value. activity change, negative = inhibition, % at 10 µM. actives 3.2% (n = 360,000). AID 504652; in the data active means activity change below about -30%; further: on the % scale 0 is the no-effect control and ±100 the full control effect
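Allosteric or orthosteric antagonism assessed as attenuation of the calcium response to EC80 dopamine, added 180 s after compound, in induced HEK293 Trex D1 cells loaded with no-wash calcium dye.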
TRHR enhancer: allosteric enhancers of human TRH receptor. actives 0.66% (n = 360,000). TRHR cells, fluo-8 calcium fluorescence, EC20 TRH enhancement. P34981. enhancement, % at 2 µM; in the data active means enhancement above about 30%; further: 0% is about no effect
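Enhancer read-out: after compound pinning and an initial kinetic agonist-mode read, an EC20 of TRH (10 nM final) was injected and fluo-8 calcium signal (Ex 480/Em 530) followed at 1 s/cycle for 100 cycles in TRHR-expressing cells.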
An asterisk follows results filed as active; ? = inconclusive; nt = no result given; & = joins results of further samples. Unless noted, no stated cut-off is given here; in the data, active means activation above about 30%; inactive means the rest.

SMILES	RXFP1 antagonist	TRHR ag	D1 PAM	D1 ag	D2 ag	D2 potentiator	D2 antag	D1 antag	TRHR enhancer
CCc1nnc(NC(=O)c2ccc(S(=O)(=O)N(CC)Cc3ccccc3)cc2)o1	-5	-0.7	-2	2	-0.5	-2	-9	-1	1
CSc1ccc(CCNC(=O)c2cnc3c(C)cccn3c2=O)cc1	0	-0.2	-3	1	0.1	2	nt	16	0
Cn1ncc(N=Cc2ccc([N+](=O)[O-])cc2)c1C(=O)Nc1ccccc1	-20	0.5	1	3	1.0	17	-6	-1	8
CCCCOC(=O)c1ccc(NC(c2ccc(C)cc2)P(=O)(OC)OC)cc1 (stereo unspecified)	-3	0.4	-2	0	0.5	-1	4	-25	4
O=C(c1ccc2nc(Cc3ccccc3F)oc2c1)N1CC[C@H](O)C1	5	0.6	2	1	0.2	2	-18	-5	1
CCCc1cc(C(=O)O)c2ccccc2n1	0	-0.2	7	-1	0.8	6	14	9	4
O=C1CCC(C(=O)OC(C(=O)Nc2cc(Cl)cc(Cl)c2)c2ccccc2)=NN1 (stereo unspecified)	-1	0.2	2	4	0.2	0	33*	42	11
COc1ccc(N(CC(=O)NCc2ccc(F)cc2)C(=O)CCC(=O)Nc2ccccn2)cc1	-2	-0.3	9	0	nt	nt	nt	11	1
Cc1sc2ncnc(NCc3ccco3)c2c1C	nt	-0.8	-5	7	-0.1	6	5	-16	-5
CC(C)(C)CN1C(N)=NC[C@H]1Cc1ccc(O)cc1	nt	-0.2	2	3	0.5	-7	19	-16	1
O=C(CCl)Nc1cccc2ncccc12	0	0.1	-4	2	0.6	-2	-9	22	0
CSCCC(NC(=O)c1ccc(Cl)cc1)C(=O)OCC(=O)c1ccc[nH]1 (stereo unspecified)	0	-0.4	-4	1	-1.6	-9	-1	-35*	4
O=C(Nc1cccc(C(F)(F)F)c1)C(SCCO)c1ccccc1 (stereo unspecified)	4	0.9	-6	1	0.5	10	-4	-6	-5
COc1ccccc1NC(=O)C1CCCN(c2cc(C)nc3ncnn23)C1 (stereo unspecified)	-19	0.2	0	-1	1.0	-7	-3	-7	1
COc1ccc(/C=C2\C(=O)c3ccccc3OC2c2ccccc2)cc1 (stereo unspecified)	0	1.1	-4	6	0.1	11	13	-2	-4
CCn1c(=O)c2cc(C(=O)NCCN(C)C)sc2c2ccccc21	-7	0.5	-7	4	-0.2	2	-3	-7	6
CC(C)(C)C1=NN(C(=O)c2ccccc2)C(O)(C(C)(C)C)C1 (stereo unspecified)	-33	-0.1	-2	0	-0.5	-3	-2	4	-2
CN(C)/C=C/C(=O)/C=C/c1cn(-c2ncc(C(F)(F)F)cc2Cl)c2ccccc12	-33	-0.1	-1	0	0.3	5	3	-4	7
Cc1ccc(C(=O)OCC(=O)NC(C)C)cc1S(=O)(=O)N1CCOCC1	15	12	-4	3	-0.3	25	28	14	9
O=C(Nc1ccncc1)c1ccc(Br)cc1	10	-0.3	3	2	0.3	15	6	-17	2
COCc1ccc(C(=O)N2CCCC(C(=O)c3ccc(SC)cc3)C2)s1 (stereo unspecified)	3	-0.5	1	7	-0.7	1	1	-36*	0
COc1ccc(C(=O)N2CCN(c3cccc(C)c3C)CC2)cc1S(=O)(=O)NC1CC1	7	0.2	0	5	5.2	3	-7	-2	11
O=C1CN(C(=O)NCC(=O)N2CCCC2)c2ccccc2N1	1	1.3	0	2	0.9	2	25	5	15
Cc1nc2ccccc2nc(=O)c1NNc1ccc([N+](=O)[O-])cc1	0	-0.7	-5	2	0.8	-1	9	-24	2
COc1ccc(CCNC(=O)CCn2c(=O)c3cccn3c3ccc(F)cc32)c(OC)c1OC	20&-26	-0.5&-0.3	7&6	0&0	0.1	3	nt	-6&9	2&-6
O=C(Nc1ccc(N2CCOCC2)cc1)c1ccc(Cl)cc1N1CCCC1=O	-11	-0.1	-6	0	0.1	-8	-9	-13	-7
Cc1ccc(CNC(=O)c2ccc(Cl)c(S(=O)(=O)N3CCCCC3)c2)cc1	4	0.3	-1	1	0.5	12	9	-1	8
CSc1ncccc1C(=O)OCC(=O)N(CC(C)C)C1CCS(=O)(=O)C1 (stereo unspecified)	-1	-0.3	-5	1	-0.5	6	11	0	0
CCOCCCN1C(=O)CN(C2CCCCC2)C(=O)C1c1ccc(OC)c(OC)c1 (stereo unspecified)	-17	0.4	-1	1	0.8	7	-12	5	2
Cc1ccc(C(C(=O)Nc2ccc3c(c2)OCO3)N(C)C(=O)/C=C\c2ccc3c(c2)OCO3)cc1 (stereo unspecified)	-5	-0.1	-5	3	0.2	2	9	-21	1
O=C(CSc1ncc2c(n1)-c1ccc(Cl)cc1N(Cc1ccccc1)S2(=O)=O)Nc1ccccc1C(F)(F)F	-4	0.6	-2	13	0.2	0	nt	17	-1
CC(=O)Nc1ccc(S(=O)(=O)Nc2ccc(N3CCOCC3)cc2)cc1	-19	0.7	-4	3	0.4	8	4	-15	6
O=C(C[n+]1ccccc1)Nc1nc2ccccc2s1	4	0.6	6	2	1.2	-10	27	-10	6
Cc1ccc(C(=O)NCc2ccncc2)cc1S(=O)(=O)N1CCOCC1	-5	0.4	1	-1	0.4	1	-1	-17	44*
CCCCN(C)CCNC(=S)Nc1ccc2nc(N3CCN(CC)CC3)cc(C)c2c1	2	0.9	-6	2	2.5	-23	-23	0	1
CCOCCCNC(=O)Cc1c(C(=O)O)[nH]c2ccc(Cl)cc12	nt	0.1	-5	0	0.5	6	0	0	-2
COC(=O)c1cnc(Nc2cc(C)ccc2OC)c2ccccc12	6	-1.4	-5	4	-0.8	7	26	16	-11
COc1ccc(C(=O)COC(=O)c2cc3ccccc3oc2=O)c(OC)c1	4	-0.2	0	1	0.0	2	0	-24	-4
COc1ccc2cc(C(N)=O)/c(=N\NC(=O)c3ccccc3)oc2c1	9	-0.1	2	0	0.1	1	3	7	-12
Cc1cc(NC(=O)COC(=O)CCNS(=O)(=O)c2ccccc2)n(-c2ccccc2)n1	-11	0.1	-7	3	0.2	14	-18	22	-2
O=C(Nc1cccc(-c2csc(Nc3ccc(Cl)cc3)n2)c1)c1cc([N+](=O)[O-])cc(C(F)(F)F)c1	nt	-0.7	-1	1	-0.3	12	1	4	-4
COC(=O)c1ccc(Oc2nc(N3CCCCC3)nc(N3CCOCC3)n2)cc1	-20	0.0	-1	-3	-0.5	13	21	11	3
C=CCOc1cccc(/C=N/NC(=O)C(OC)c2ccccc2)c1 (stereo unspecified)	-15	-1.1	-11	1	-1.0	-9	-5	-18	-2
CSc1ccccc1NC(=O)COC(=O)c1ccccc1Cc1ccccc1	-10	0.6	-4	9	0.1	-3	-3	3	-4
COC(=O)c1cccc(NC(=O)/C=C/c2ccc3c(c2)OCO3)c1	?	0.2	-2	0	-0.2	0	7	9	0
Cc1cccc(Cn2c(N(C)Cc3ccccc3)nc3c2c(=O)[nH]c(=O)n3C)c1	nt	-1.7	-2	1	-0.5	26	3	-9	8
Cn1cnnc1SCC(=O)Nc1ccc(F)cc1F	5	0.6	-8	3	0.2	6	15	6	0
CC(C)(C)c1ccc(C(=O)Nc2cccc3c(=O)[nH][nH]c(=O)c23)cc1	-9	0.5	2	9	1.1	7	-3	-21	3
Cc1ccc(NS(=O)(=O)c2ccc(C(=O)N3CCN(c4ncccn4)CC3)cc2)cc1	-12	0.6	-4	17	nt	2	nt	-3	19
Cc1ccc(NC(=O)NCC2CCN(Cc3cccc(Cl)c3)CC2)c(Cl)c1	5	0.5	1	0	-0.4	-20	9	-10	4
CCCCC(=O)Nc1nnc(C2=COCCO2)o1	5	0.1	-3	1	0.4	0	-7	0	-1
Cc1cc(C)cc(N2C(=O)C3CCCN3C2=S)c1 (stereo unspecified)	-6	-0.4	5	3	0.3	-1	2	3	13
Cc1nn(-c2nc3ccccc3s2)c(C)c1Oc1ccccc1O	-37	-0.8	-9	25	0.7	2	-17	-60*	-17
O=C(CC1C(=O)Nc2ccccc2N1CC(=O)N1CCCC1)Nc1ccc(Br)cc1 (stereo unspecified)	3	0.2	0	0	0.1	17	-19	42	-5
Cc1ccc(C(=O)Nc2ccc(NC(=O)c3cccs3)cc2)c(C)c1	-12	0.7	-7	7	0.3	-1	10	-7	-5
CS(=O)(=O)c1ccc(-c2nnc(NC(=O)C3=COCCO3)o2)cc1	11	0.5	0	-2	0.1	9	12	16	2
COC(=O)CN1C(=S)N(c2ccc(F)cc2)C(=O)C1CC(=O)Nc1ccc(F)cc1 (stereo unspecified)	-25	1.6	-2	1	1.1	9	5	-51*	0
Cc1ccc(-c2nc3c(C)cccn3c2Nc2ccccc2C)s1	-33	7.0	-3	3	0.8	2	nt	9	5
CCOc1ncccc1C(=O)OCC(=O)Nc1c(C)cc(C)cc1C	-5	0.5	-5	0	-0.7	7	1	-1	-1
CC(C)(C)c1ccc(C(=O)NC(=S)NCc2ccco2)cc1	-4	0.9	-5	8	-0.3	7	2	23	3

Looked up above:
D2 antag, Cc1nn(-c2nc3ccccc3s2)c(C)c1Oc1ccccc1O is entered as -17
D2 potentiator, Cc1ccc(NS(=O)(=O)c2ccc(C(=O)N3CCN(c4ncccn4)CC3)cc2)cc1 is entered as 2

Fetched one by one from the entries so far (five):
SMILES	RXFP1 antagonist	TRHR ag	D1 PAM	D1 ag	D2 ag	D2 potentiator	D2 antag	D1 antag	TRHR enhancer
CC(C)(C)c1ccc(C(=O)NC(=S)NCc2ccco2)cc1	-4	0.9	-5	8	-0.3	7	2	23	3
CS(=O)(=O)c1ccc(-c2nnc(NC(=O)C3=COCCO3)o2)cc1	11	0.5	0	-2	0.1	9	12	16	2
CCOc1ncccc1C(=O)OCC(=O)Nc1c(C)cc(C)cc1C	-5	0.5	-5	0	-0.7	7	1	-1	-1
O=C(CC1C(=O)Nc2ccccc2N1CC(=O)N1CCCC1)Nc1ccc(Br)cc1 (stereo unspecified)	3	0.2	0	0	0.1	17	-19	42	-5
CCCCC(=O)Nc1nnc(C2=COCCO2)o1	5	0.1	-3	1	0.4	0	-7	0	-1

Later entries.
SMILES	RXFP1 antagonist	TRHR ag	D1 PAM	D1 ag	D2 ag	D2 potentiator	D2 antag	D1 antag	TRHR enhancer
O=C(Nc1ccccc1N1CCCC1)c1cccnc1Cl	5	-0.7	1	1	-1.2	1	6	-13	2
Cn1cccc1CC(=O)NNC(=S)NC(=O)c1ccc(F)cc1	-7	-0.3	0	1	-0.9	4	2	-4	1
COc1ccccc1Nc1c2c(nc3ccc(NC(=O)c4ccc(N(C)C)cc4)cc13)CCCC2	-15	0.3	-1	4	-0.9	-14	nt	-27	2
COc1ccc(-c2nc3scc(CCNS(=O)(=O)c4ccc(C)cc4)n3n2)cc1	-17	0.5	-3	13	0.6	-1	nt	nt	-2

Rows were taken by chance. Share with any hit: about 7.3%.
